# MITF TRPM1 inh – reduces MITF-dependent TRPM1 promoter luciferase signal | AID 488899 | inhibition, % at 12.5 µM | SK-MEL-5 TRPM1 promoter luciferase, 24 h | actives 0.83% (n = 330,000);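 active means mean inhibition across replicates of 60% or more, whatever share of single replicates reaches that level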; further: values of inactives mirror those of a sister screen read the other way
# HIF-2a inh – HIF-2a inhibition | inhibition, % at 18.8 µM | actives 0.72% (n = 360,000) | AID 624352 | 786-0 RCC cells HIF-2a reporter, luciferase luminescence, overnight;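 active means inhibition of the luminescence signal of 40% or more relative to plate controls, in a single-dose primary screen at 18.75 µM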
# PDI inh – blocks human protein disulfide isomerase activity; PDI insulin aggregation turbidity, A650, 90 min; inhibition, % at 10 µM; actives 0.052% (n = 350,000);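 active means mean inhibition across replicates of 30% or more, whatever share of single replicates reach that level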;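 further: absorbance from insulin aggregation driven by PDI reduction with DTT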
# Target sequence (P07237 whole entry, looked up): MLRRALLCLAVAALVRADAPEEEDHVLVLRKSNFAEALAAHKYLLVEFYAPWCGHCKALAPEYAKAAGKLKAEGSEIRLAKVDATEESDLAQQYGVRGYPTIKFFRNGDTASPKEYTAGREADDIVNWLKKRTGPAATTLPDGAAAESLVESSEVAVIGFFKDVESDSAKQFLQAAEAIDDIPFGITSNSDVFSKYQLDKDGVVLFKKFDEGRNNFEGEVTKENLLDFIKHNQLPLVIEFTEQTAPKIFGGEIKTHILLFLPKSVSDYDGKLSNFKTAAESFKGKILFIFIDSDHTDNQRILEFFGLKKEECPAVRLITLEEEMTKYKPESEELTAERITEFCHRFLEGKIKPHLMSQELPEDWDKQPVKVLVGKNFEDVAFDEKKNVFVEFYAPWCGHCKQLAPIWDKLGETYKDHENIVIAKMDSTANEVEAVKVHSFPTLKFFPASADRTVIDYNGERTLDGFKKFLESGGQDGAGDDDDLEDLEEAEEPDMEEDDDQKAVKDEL
# NR2E3 ag-1 – agonists of human nuclear receptor NR2E3 | Q9Y5X4 | GST-NR2E3/biotin-RetCOR TR-FRET, 1536-well | inhibition of corepressor binding, % at 4.78 µM | actives 0.12% (n = 320,000) | AID 2300;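 active means percent inhibition above the cutoff of mean plus 3 SD of all tested compounds, set per screening campaign, cut at about 20% in these data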;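 further: 0% = DMSO wells and 100% = biotin wells as full block of FRET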
# Target sequence (Q9Y5X4 whole entry, looked up): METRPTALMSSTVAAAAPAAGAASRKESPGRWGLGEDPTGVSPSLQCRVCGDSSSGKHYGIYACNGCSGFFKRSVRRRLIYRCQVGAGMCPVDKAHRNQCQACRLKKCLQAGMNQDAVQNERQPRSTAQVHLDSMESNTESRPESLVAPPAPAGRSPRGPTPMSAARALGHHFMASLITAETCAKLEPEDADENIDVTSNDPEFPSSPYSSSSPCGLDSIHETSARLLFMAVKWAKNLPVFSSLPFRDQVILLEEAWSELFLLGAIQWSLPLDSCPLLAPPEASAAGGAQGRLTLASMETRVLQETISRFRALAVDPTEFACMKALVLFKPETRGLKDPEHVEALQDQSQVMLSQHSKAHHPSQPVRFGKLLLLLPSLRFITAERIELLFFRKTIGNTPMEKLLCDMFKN
#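 Test system – NR2E3–RetCOR corepressor complex · Quantity – NR2E3 fusion 1.35 nM · Buffer or medium – Tris pH 7.5 · Incubation – Compound–protein incubation for 5 h at 4 °C · Technique – TR-FRET, Eu(K)-anti-GST donor, streptavidin-D2 acceptor, ex 340, em 617/671 nm · Evaluation – percent inhibition of 671/617 nm emission ratio versus biotin and DMSO controls · Plate – 1536-well format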
# Cardio protect – modulators protecting cardiomyocytes from myocardial damage. AID 588492. actives 0.63% (n = 360,000). protection from H2O2 cell death, % at 20 µM. H9c2 cardiomyocytes, H2O2 injury protection, ATPLite, 2 h;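 active means compounds giving at least 50% protection of heart cells from peroxide-induced death in the single-dose screen, raw or plate-pattern-corrected value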;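 further: 0% = DMSO wells with peroxide and 100% = DMSO wells without peroxide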
# HTR2A ag – activates the mouse 5-HT2A serotonin receptor. CHO-K1 mHTR2A beta-arrestin complementation, luminescence; percent of 30 µM serotonin response. P35363. actives 0.66% (n = 360,000). activation, % at 7.6 µM;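 active means activation above a run cutoff, the mean activation of all tested compounds plus 3 SD, cut at about 14% in these data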;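 further: 0% = plate median of compound wells and 100% = 30 µM serotonin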
# NR2E3 ag-2 – agonists of human NR2E3 nuclear receptor; CHO-S Gal4-NCOR/VP16-NR2E3 two-hybrid, luciferase; inhibition of corepressor binding, % at 3.98 µM; actives 0.35% (n = 360,000); AID 602229;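 active means inhibition above the mean of all tested compounds plus 3 SD, cut at about 70% in these data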;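 further: 0% = DMSO with NR2E3 transfected cells and 100% = cells lacking NR2E3 construct; higher means lower luciferase signal from less NR2E3 corepressor binding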
# Peg3 promoter – Peg3 promoter activity inhibition. HeLa PEG-Prom luciferase reporter, luminescence, overnight. inhibition, % at 20 µM. actives 1.7% (n = 360,000). AID 588405;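 active means inhibition of at least 50% at 20 µM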
# iPSC survival up – increases survival of single human iPS cells; actives 0.044% (n = 360,000); survival enhancement, % at 20 µM; hiPSC single-cell survival, ATPlite luminescence; 100% = ROCK inhibitor wells, 0% = DMSO; in the data active means survival enhancement above about 18%;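 further: cells exposed to compounds for 16 hours before the ATP read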
# CaV13 FRET inh – Disruptors of the CACNA1D IQ motif to Ca2+-dependent inactivation inhibitor domain association, primary screening, Förster resonance energy transfer in intact living …; inhibition, % at 12.3 µM; actives 0.098% (n = 340,000); HEK cells, CFP/YFP FRET ICDI-IQ, plate reader, 10 min; percent FRET-ratio fall versus neutral wells;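 active means mean replicate inhibition of at least 30% and at least 1% of replicates passing that level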;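 further: 0% = median of the neutral control wells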
# Shn3 inh set2 – Schnurri-3 reporter inhibition in Clone20 osteoblasts; Clone20 osteoblast Shn3 3'UTR firefly luciferase, 24 h; inhibition, % at 12.5 µM; actives 0.52% (n = 360,000);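 active means mean inhibition of at least 75% with every replicate also reaching 75%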;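 further: 0% = median of neutral control wells and 100% = pilot-screen positive control compound; some compounds past the cut are filed as inactive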
# Starred values were filed as active, the others as inactive; . = not tested or not shown. Random draw from the library; overall some 3.9% were active at least once.
SMILES,MITF TRPM1 inh,HIF-2a inh,PDI inh,NR2E3 ag-1,Cardio protect,HTR2A ag,NR2E3 ag-2,Peg3 promoter,iPSC survival up,CaV13 FRET inh,Shn3 inh set2
CCOc1ccc(C(=O)O/N=C(\N)c2ccccn2)cc1OCC,-39,-206,-4,2,-3,0,-58,-141,0.7,.,-97
O=C(Cn1nnc2ccccc2c1=O)N1CCOCC1,-7,10,10,0,-1,0,-6,-12,-0.1,-4,-13
Cc1ccc(-n2c(CNc3ccc(F)cc3)nnc2SCC(=O)N2CCOCC2)cc1,-12,0,-1,6,-3,-2,9,4,5.4,-7,-11
CCc1oc2c(C)c(O)ccc2c(=O)c1-c1ccc2ccccc2n1,15,-4,4,2,-2,9,-16,26,-2.8,-5,10
COCCSc1ccccc1C(=O)Nc1cc(C)cc(C)c1,-3,2,-12,1,4,-2,-29,5,2.5,-21,7
CCOC(=O)N1CCN(CC(=O)Nc2nc3ccc(OC)cc3s2)CC1,4,22,1,5,-3,3,-13,9,0.4,-2,6
CCn1nnc(-c2ccccc2NS(=O)(=O)c2ccc(S(=O)(=O)N3CCCCCC3)cc2)n1,9,15,-8,7,-1,-4,-27,24,-0.4,-7,35
CCOCCOC(=O)c1cccc(NC(=O)OCC)c1,-6,-32,8,-2,7,-2,-32,-4,4.0,-3,-16
Cc1[nH]c2ccc(C(=O)OCC(=O)NC3(C#N)CCCCC3)cc2c1C,-13,1,-1,-3,-5,-3,-18,7,-0.3,-2,7
Cc1ccc2[nH]c(-c3cccc(F)c3)cc(=O)c2c1,7,-120,14,-2,-1,-8,-22,-183,-4.1,-5,-33
Cc1ccc(NC(=O)C(C)NC(=O)OCc2ccccc2)cc1C (centres undefined),7,19,-1,-2,1,1,-19,19,-0.1,-16,-1
COc1ccccc1C(=O)Nc1ccc(NC(=O)C2CCCCC2)nc1,-23,-36,-9,1,1,-3,3,-61,-0.5,-4,-1
Cc1cc(C)n(C(C)Sc2ccccc2)n1 (centres undefined),0,-8,1,2,0,4,-13,11,-2.7,-5,-1
CCOC(=O)C1NN=C(C(=O)c2ccccc2)C1c1ccccc1 (centres undefined),-9,16,-1,-3,-3,1,-15,32,-2.2,-5,-9
O=C1N(CN2CCOCC2)c2ccccc2C12OCC(CCl)O2 (centres undefined),5,21,0,0,-7,6,1,2,1.3,-4,8
Cc1cnc(NC(=O)c2cncc(Br)c2)s1,-7,-70,5,-1,-10,-2,-42,-117,-1.9,-5,-23
CCCc1ccc(-c2cc(N)n[nH]2)cc1,-17,-90,-2,1,-7,4,-21,-126,-2.4,-4,-62
COC(=O)c1ccc2nc(C3CCCCC3)c(Cc3ccc(OC)cc3C)n2c1,.,9,.,.,7,-2,-9,-9,-0.3,-6,3
CC(C)=NNc1nc2c(c(=O)[nH]c(=O)n2C)n1CCc1ccccc1,8,25,7,9,12,0,-7,9,0.4,-5,15
CCNC(=O)C1CCCN(C(=O)c2ccc(-c3ccccc3)cc2)CC1 (centres undefined),.,5,-3,.,0,-4,8,-1,1.6,-6,4
O=C(CSc1nnc(-c2ccccc2)o1)Nn1cnnc1,5,8,8,1,0,4,6,16,2.1,-9,12
COc1ccc(-n2nc(C(=O)NCC(=O)N(C)Cc3ccccc3)c3ccccc3c2=O)cc1,-4,-4,3,5,0,7,-24,11,-0.3,-5,-3
O=C(O)CC/C(=N\Nc1ccccc1[N+](=O)[O-])c1cccs1,3,-44,2,-4,0,3,-39,-15,-0.1,.,-16
CCOC(=O)/C(C#N)=C\C1=C(N2CCCC2)CC(C)(C)OC1,14,7,9,0,14,-1,5,11,0.0,.,-19
CCCCCCCCC(=O)N1C(C)CCC1C (centres undefined),.,2,-2,.,2,5,-5,-4,2.7,-6,3
CC(C)C(=O)Nc1ccccc1-c1nc2ccccc2[nH]c1=O,0,8,-2,-1,-1,5,-38,4,-0.5,-4,-13
COc1cccc(C(CNc2ccc(S(=O)(=O)N3CCN(C)CC3)cc2[N+](=O)[O-])N(C)C)c1 (centres undefined),-9,-16,1,.,3,-5,-10,-27,-0.3,-2,26
Cc1ccc(-n2cc(CN3CCNC(=O)CC3)c(-c3ccc(F)cc3)n2)cc1,6,-17,-7,1,-5,-1,-3,-6,0.3,-5,9
O=C(Nc1ccncc1)C1CCN(S(=O)(=O)c2c(Cl)cccc2Cl)CC1,16,13,15,1,-17,2,-3,-15,-0.5,-6,47
Cc1ccc(S(=O)(=O)Nc2ccccc2C=NNC(=O)c2ccncc2)cc1,.,4,1,.,1,0,-3,1,-1.2,-7,17
Cc1cccc(-n2ncc3c2CCCC3NC(=O)CCCN2CCCCC2=O)c1C (centres undefined),3,3,5,0,-1,9,3,13,-0.1,.,3
CCCN(CC(=O)Nc1ccccc1OC)C(=O)C1=COCCO1,6,-17,-3,3,0,-8,4,4,-0.1,-6,3
N#Cc1c(-c2ccc(C(F)(F)F)cc2)cc(-c2ccccc2)[nH]c1=S,3,16,2,3,3,-1,7,8,-1.5,-17,-12
COc1ccc2[nH]cc(CCNC(=S)NC3CCCC3)c2c1,-14,13,9,-2,7,-4,-6,0,-0.8,6,2
Cc1ccc(-c2noc(CSc3ccccc3)n2)cc1,-95,-159,4,2,-13,-1,-150,-270,0.1,-3,-98
O=[N+]([O-])c1ccccc1CN1CCN(c2ncccn2)CC1,-1,3,-2,2,-1,6,-10,10,0.0,-4,-13
O=[N+]([O-])c1ccc(Cl)c(/C=N/Nc2nc(N3CCOCC3)nc(N3CCOCC3)n2)c1,-16,4,-4,-1,21,2,-11,-5,-0.9,.,-20
CC(NC(=O)CN(C)Cc1cccc(F)c1)c1ccccc1 (centres undefined),-2,5,-2,1,2,-1,-6,2,0.7,-17,-44
O=C(Nc1nnc(SCc2ccc(Cl)cc2)s1)c1ccco1,0,7,0,2,-4,-6,-20,-3,-0.5,.,-5
Cc1nc(CN(C)C(=O)CC2C(=O)NCCN2Cc2ccc(-c3ccccc3)cc2)cs1 (centres undefined),4,4,6,3,0,6,0,1,-0.4,.,20

# Shown as labelled records: entries from further up
SMILES: O=C(Nc1nnc(SCc2ccc(Cl)cc2)s1)c1ccco1
  MITF TRPM1 inh = 0
  HIF-2a inh = 7
  PDI inh = 0
  NR2E3 ag-1 = 2
  Cardio protect = -4
  HTR2A ag = -6
  NR2E3 ag-2 = -20
  Peg3 promoter = -3
  iPSC survival up = -0.5
  CaV13 FRET inh = .
  Shn3 inh set2 = -5
SMILES: Cc1nc(CN(C)C(=O)CC2C(=O)NCCN2Cc2ccc(-c3ccccc3)cc2)cs1 (centres undefined)
  MITF TRPM1 inh = 4
  HIF-2a inh = 4
  PDI inh = 6
  NR2E3 ag-1 = 3
  Cardio protect = 0
  HTR2A ag = 6
  NR2E3 ag-2 = 0
  Peg3 promoter = 1
  iPSC survival up = -0.4
  CaV13 FRET inh = .
  Shn3 inh set2 = 20

# Remaining list, next part:
SMILES,MITF TRPM1 inh,HIF-2a inh,PDI inh,NR2E3 ag-1,Cardio protect,HTR2A ag,NR2E3 ag-2,Peg3 promoter,iPSC survival up,CaV13 FRET inh,Shn3 inh set2
Cc1cc(C(=O)N2CCCC2C(=O)O)c(C)o1 (centres undefined),2,-5,6,6,10,2,-15,3,-2.5,-6,-6
O=C(NC(=S)NCCN1CCOCC1)c1ccc(Cl)cc1,-6,-65,-17,1,-6,0,6,-30,2.3,-4,-8
O=C(O)c1ccc(S(=O)(=O)c2ccccc2C(=O)O)c([N+](=O)[O-])c1,10,18,-10,2,4,-9,-3,-7,-0.5,-3,10
CCOc1ccc(N/C(N)=N/c2nc(CSc3nnnn3-c3ccccc3)cc(=O)[nH]2)cc1,2,3,1,-2,2,8,-25,3,-0.3,1,-21
COc1ccc(/C=C2\SC(=O)N(CC(=O)NNC(=O)c3ccccc3O)C2=O)cc1,11,-44,-14,-2,24,0,-24,-33,0.7,-3,17
COc1ncnc2c1oc1nc(C)c3c(c12)CC(C)(C)OC3,.,16,13,1,6,2,5,6,-0.5,-4,-15
CN(CCOC(=O)c1cccc(Br)c1)C(C)(C)C,-2,3,10,3,-8,6,-35,8,-1.2,.,-3
CCOC(=O)c1[nH]c2ccccc2c1N=CN(CC)CC,19,-9,5,1,10,0,-11,12,-4.0,-4,-19
O=C(O)c1cccc(Nc2ccncc2[N+](=O)[O-])c1,-1,4,0,-1,6,10,-8,-4,-0.1,-7,-5
O=C(CN(CC1CCCO1)C(=O)CNS(=O)(=O)c1ccc(F)cc1)NCC1CCCO1 (centres undefined),0,5,-8,0,6,2,-21,9,0.7,-3,5
Cc1cc(Cl)ccc1OCC(=O)N/N=C1\CC2C=CCC12 (centres undefined),-5,-37,-9,3,-6,1,-5,-5,2.4,-3,0
COc1cc(/C=N/NC(=O)c2nonc2N)cc(OC)c1OC,2,13,7,6,7,1,-21,10,0.3,-4,-37
CCc1cc(=O)oc2c(C)c(OCC(=O)N3CCCc4ccccc43)ccc12,-7,20,6,0,0,-4,6,5,6.3,-4,10
c1ccc(-c2ccccc2OCCOCCN2CCCCC2)cc1,-7,7,-2,3,0,-5,18,18,3.0,-4,22
O=c1oc2ccccc2c(N2CCC(c3ccccc3)CC2)c1[N+](=O)[O-],18,-4,3,2,3,0,-29,-16,-0.3,-1,7
CN(C)CC1CCC/C(=C\c2ccc(OC(=O)/C=C/c3ccccc3)cc2)C1=O (centres undefined),69*,-11,2,.,-19,-2,19,101*,-2.1,-6,14
COc1ccc(CCNC(=O)CCCc2ccccc2)cc1OC,3,18,-2,-1,0,-2,-13,4,1.9,-20,-9
O=c1c2ccccc2oc2cc(NCCCn3ccnc3)ccc12,-89,-190,-6,4,-22,9,-117,-235,-4.7,-3,-86
Cc1cc(C(=O)NCC(=O)OCC(=O)Nc2ccc(OC(F)F)cc2)ccc1[N+](=O)[O-],-8,1,-5,-1,4,-4,6,2,-0.8,-3,21
CCOc1ccccc1Nc1nnc(SCC(=O)Nc2ccc3[nH]c(=O)[nH]c3c2)s1,8,-3,-7,2,16,-3,-1,-14,-0.2,-17,0
CCCCn1c(N)c(N(CC(C)C)C(=O)c2cccc(S(=O)(=O)N3CCCCC3)c2)c(=O)[nH]c1=O,3,12,2,1,1,3,4,5,-0.4,-3,-11
COC(=O)C1Cc2c([nH]c3ccccc23)C2(CCN(Cc3ccccc3)CC2)N1 (centres undefined),-13,10,-2,-2,-1,-10,-20,-18,-0.3,-3,6
Cc1ccc2nc(C3CCCN3Cc3nc(CCC(C)C)no3)[nH]c2c1 (centres undefined),9,5,0,3,-6,1,-4,7,0.1,3,-15
C[C@H]1CCC(=O)N(CCSc2ccc(Br)cc2)CC1,-71,-257,0,5,-10,0,-60,-198,-1.9,-5,-81
O=C(CN1CCc2ccccc21)NN1CC(=O)N(c2ccccc2)CC1=O,12,15,3,-1,4,19*,-5,13,-0.4,1,-6
O=C(C1COc2ccccc2O1)N1CCCCC1 (centres undefined),-3,-8,9,1,0,-5,-44,-14,0.3,-6,0

# Screens as filed in PubChem BioAssay.
